NRP1-CendR mod: modulators of CendR peptide binding to NRP-1, primary screen, biochemical, fluorescence polarization, uHTS; Neuropilin-1 (Homo sapiens), O14786; FAM-RPARPAR peptide binding to NRP-1; inhibition, % at 25 µM; 360,000 compounds, 0.85% hits;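 active = inhibition or corrected inhibition above about 18%, plus a signal ratio from 0.5 to 1.5, limit read from the data, passing the limit was not always enough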; also: strong numbers were not always called active
MT1-MMP act inh: blockers of MT1-MMP proenzyme processing, primary screen, HT1080 RFP-PRO-GFP cells, GFP/RFP fluorescence; Matrix metalloproteinase-14 (Homo sapiens), P50281; GFP/RFP ratio fluorescence, overnight; percent of plate control window, DMSO zero; GFP/RFP ratio change, % at 20 µM; 360,000 compounds, 0.061% hits; AID 651647, 2012;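 active = GFP/RFP ratio change of at least 30% with cell ATP level not reduced by more than half and red fluorescence within 50% of control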; also: strong numbers were not always called active
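Material – HT1080 RFP-PRO-GFP cells · Control set – DMSO wells and RFP-L50D-GFP cells · Incubation – overnight cell settling, then overnight compound exposure, 37 °C, 5% CO2 · Compound dosing – single-point 20 µM compound, 1% DMSO · Read-out – GFP/RFP fluorescence ratio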
eLon inh: inhibitors of E. coli Lon protease, primary screen, biochemical, fluorescence polarization; P0A9M0; purified E. coli Lon protease; inhibition, % at 7.94 µM; 360,000 compounds, 0.42% hits; AID 602123, 2011; in the data active = inhibition above about 13%, passing the limit was not always enough;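 also: 0% = enzyme with probe and DMSO and 100% = no enzyme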
Target sequence (P0A9M0 whole entry, looked up): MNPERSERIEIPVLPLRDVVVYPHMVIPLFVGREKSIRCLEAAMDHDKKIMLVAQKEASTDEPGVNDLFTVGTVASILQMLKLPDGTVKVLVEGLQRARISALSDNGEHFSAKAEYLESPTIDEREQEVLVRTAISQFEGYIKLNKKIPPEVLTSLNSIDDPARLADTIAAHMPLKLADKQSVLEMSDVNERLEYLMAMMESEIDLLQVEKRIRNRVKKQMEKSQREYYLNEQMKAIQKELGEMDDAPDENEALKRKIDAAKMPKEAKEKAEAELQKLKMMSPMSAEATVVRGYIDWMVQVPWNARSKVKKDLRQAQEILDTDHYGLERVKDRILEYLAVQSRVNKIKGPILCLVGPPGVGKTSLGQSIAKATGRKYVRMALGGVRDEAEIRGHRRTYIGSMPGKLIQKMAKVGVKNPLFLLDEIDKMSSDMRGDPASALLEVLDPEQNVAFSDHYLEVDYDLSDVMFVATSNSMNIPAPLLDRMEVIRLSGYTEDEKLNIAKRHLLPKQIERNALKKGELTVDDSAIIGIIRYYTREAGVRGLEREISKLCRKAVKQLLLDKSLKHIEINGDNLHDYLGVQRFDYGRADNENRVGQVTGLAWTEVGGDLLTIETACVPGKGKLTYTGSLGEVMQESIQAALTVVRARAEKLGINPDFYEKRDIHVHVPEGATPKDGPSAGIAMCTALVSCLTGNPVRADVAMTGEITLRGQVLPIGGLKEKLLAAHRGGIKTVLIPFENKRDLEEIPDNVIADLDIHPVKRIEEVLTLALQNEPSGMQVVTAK
bovine MsrA act: bovine MsrA enzyme activators, primary screen, biochemical, absorbance, HTS; Methionine sulfoxide reductase A (Bos taurus); activation, % at 10.6 µM; 360,000 compounds, 0.3% hits; purified bovine MsrA, absorbance read-out; in the data active = activation above about 7.5%;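 also: 0% = vehicle and 100% = reference activator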
FAS TE block: FAS thioesterase domain inhibitors, primary screen, biochemical, fluorescence intensity, uHTS; 360,000 compounds, 0.67% hits; recombinant FAS-TE, OMFH fluorogenic substrate, fluorescence endpoint; AID 602261, 2012; inhibition, % at 15 µM; Fatty acid synthase (Homo sapiens), P49327;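 active = compounds whose normalised, plate-corrected inhibition of enzyme fluorescence in the single-dose primary screen is 50% or more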;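 also: 0% = DMSO with enzyme and 100% = substrate without enzyme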
Rin1-Abl PPI inh: inhibitors of Rin1-Abl protein binding, primary screen, biochemical, TR-FRET; 360,000 compounds, 0.4% hits; inhibition, % at 7.35 µM; Tyrosine-protein kinase ABL1 (Homo sapiens) + Ras and Rab interactor 1 (Homo sapiens), …; in the data active = inhibition above about 5%, passing the limit was not always enough
Neddylation inh: inhibitors of cullin neddylation, primary screen, biochemical, TR-FRET, uHTS, NAE and Ubc12; NEDD8-conjugating enzyme Ubc12 (Homo sapiens) + NEDD8-activating enzyme E1 regulatory …; calls only at 25 µM; 360,000 compounds, 0.58% hits; AID 651699, 2012; in the data active = inhibition above about 36%
PABP1 MLLE inh: inhibitors of PABP1 MLLE–PAM2 peptide binding, primary screen, biochemical, fluorescence polarization, FITC-PAM2, GST-MLLE | Polyadenylate-binding protein 1 (Homo sapiens), P11940 | inhibition, % at 20 µM | 360,000 compounds, 0.36% hits | AID 588489, 2011; in the data active = inhibition above about 35%, passing the limit was not always enough;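 also: plate controls were DMSO wells with GST-MLLE for no effect and wells lacking GST-MLLE protein for full effect; some results filed as inactive read as strong as hits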
SKN-1 inh: suppressors of acrylamide-induced Pgst-4::GFP reporter in worms, primary screen, SKN-1 inhibitor project, whole organism, uHTS, GFP/RFP fluorescence ratio, strain VP596; 360,000 compounds, 0.49% hits; inhibition, % at 21.8 µM; C. elegans VP596 Pgst-4::GFP/RFP ratio, 24 h; AID 624304, 2012;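 active = interference check ratio from 0.5 to 1.5 plus GFP to RFP signal ratio inhibition reaching or exceeding a fixed threshold, cut at about 30% in these data, passing the limit was not always enough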; also: some compounds called inactive have numbers as strong as hits
An asterisk follows results filed as active; i = inactive; / = no result given; + = active, no number.

SMILES	NRP1-CendR mod	MT1-MMP act inh	eLon inh	bovine MsrA act	FAS TE block	Rin1-Abl PPI inh	Neddylation inh	PABP1 MLLE inh	SKN-1 inh
COc1ccc(OCC(=O)NCc2cccnc2)cc1	2	1	5	-2	0	-3	i	-2	4
COCCn1c(=NC(=O)CCS(=O)(=O)c2ccccc2)sc2ccccc21	6	2	-15	-2	9	3	i	-5	-13
O=S(=O)(c1cccc(C(F)(F)F)c1)N1CCN(c2cnccn2)CC1	-10	3	2	-2	-1	0	i	6	15
COCCN(CCOC)Cc1c(O)ccc2c3c(c(=O)oc12)CCC3	1	1	2	-10	-8	0	/	9	0
CCOC(=O)CC1C(=O)NCCN1C(=O)c1c(F)cccc1F (stereo not drawn)	0	3	1	-5	-10	0	i	-1	5
O=C1CC(c2ccccc2)n2nc(NC(=O)c3ccccn3)nc2N1 (stereo not drawn)	3	5	2	-7	-7	-1	i	-4	1
Cc1ccc(C(=O)C[n+]2cccc3cc(C)ccc32)cc1	-17	-82	-10	-2	-11	-1	i	-17	10
CC(NC(=O)C(=O)N1CCOCC1)C(c1cccs1)N1CCN(c2ccccc2)CC1 (stereo not drawn)	0	-4	6	-6	-3	2	i	8	-9
COc1ccc(-c2nnn(CC(=O)N3CCOCC3)n2)cc1	-6	0	-10	2	-4	2	i	-1	9
COc1ccc2c(c1OC)C(=O)OC2Nc1nc(-c2ccc([N+](=O)[O-])cc2)cs1 (stereo not drawn)	-5	14	-7	5	7	-4	i	-6	14
Cc1ccc(C(C(=O)NC(C)(C)C)N(CC2CCCO2)C(=O)c2csnn2)cc1 (stereo not drawn)	-4	-4	3	-2	-6	3	i	12	5
CC(C)c1ccc(-c2nc(N3CCOCC3)[nH]c(=O)c2C#N)cc1	-8	2	-10	-3	-7	-2	i	12	1
Oc1cc(Nc2ccccc2)cc2cccnc12	-4	10	6	-2	1	-1	i	-7	23
Cc1nc(N)ncc1Sc1ccc(Cl)cc1	2	-4	-11	-3	-2	2	i	10	1
CCSc1nc2c(c(=O)[nH]1)C(c1ccncc1)C(C(=O)OC(C)C)=C(C)N2 (stereo not drawn)	6	-2	2	-3	-6	-2	i	6	4
CCc1nc2c(OCCOc3ccc(F)cc3)cccn2c1N(C=O)Cc1ccc(OC)cc1	-12	-5	1	1	16	-2	i	-4	24
Cc1ccc(-c2nnc(Sc3nc4ccccc4o3)c3ccccc23)cc1	-10	5	-17	0	30	-3	i	-117	6
O=C1/C(=C/c2cccnc2)Cc2ccc(Cl)cc21	14	-3	-2	-1	-4	1	i	8	5
COc1ccc(C(=O)N/C(=C\c2ccccc2)C(=O)NCCCn2ccnc2)cc1	-3	4	-3	0	-6	2	i	11	9
CN(C)N1C(N)=C(C#N)C(c2cccnc2)C2=C1CCCC2=O (stereo not drawn)	-6	-11	9	-1	-13	2	i	4	-4
CNC(=O)OCc1snc(-c2ccccc2)c1COC(=O)NC	7	1	-5	-3	-2	2	i	-1	12
Cc1cc(Nc2nc3c(c(=O)n(C)c(=O)n3C)n2C)n(-c2ccc(Cl)cc2)n1	-8	4	-4	-5	-6	1	+	6	20
Cc1c(Cl)c([N+](=O)[O-])nn1Cc1ccc(C(=O)N/N=C\c2cccc(Br)c2)o1	-4	1	-2	-2	33	-4	i	2	-9
Cc1cc(-c2ccc(C)c(S(=O)(=O)N3CCN(C(=O)c4ccco4)CC3)c2)on1	2	1	2	-4	2	4	i	9	17
CCCCn1c(N)c(N(CCOC)C(=O)c2cc(-c3ccc(C)cc3)nc3ccccc23)c(=O)[nH]c1=O	14	-3	-14	2	0	1	i	-4	-7
CCOc1ccc(S(=O)(=O)N2CCN(CC)CC2)cc1NC(=O)c1ccccc1F	6	2	-9	-4	4	1	i	7	2
Cc1ccc(C2N(c3ccc(F)cc3)C(=O)C3CCCN32)cc1 (stereo not drawn)	-5	2	-7	1	-2	1	i	-20	0
CCOP(=O)(c1ccccc1)C(O)c1ccc([N+](=O)[O-])cc1 (stereo not drawn)	4	2	0	-4	-2	0	i	2	-4
OCC[C@@H]1C[C@H](O)[C@@H](O)[C@@]2(OCCc3cc(Cl)ccc32)O1	4	0	-5	-2	-4	0	i	10	7
COc1ccc(CNC(=O)c2ccc(-c3cccnc3)c3ccoc23)cc1OC	1	-1	6	-7	-8	-1	i	-4	1
CC(C)OC(=O)c1cccc(-c2ccc(C=O)o2)c1	2	3	-2	-5	-8	0	i	-2	-9
Cc1cc(C)cc(N(CC(=O)N2CCN(Cc3ccccc3)CC2)S(=O)(=O)c2c(C)noc2C)c1	2	-1	3	-2	9	-3	i	-1	-13
C=CCNC(=O)c1ccccc1NC(=O)Cc1ccccc1[N+](=O)[O-]	-5	8	-7	-2	-9	3	i	-30	-5
Cc1nn(-c2ccccc2)c(Cl)c1C(=O)NNC(=O)c1ccccc1O	3	7	4	-8	-3	-1	i	21	-22
O=C(CCN1CCOCC1)Nc1c(-c2ccccc2)c2cc(Br)ccc2[nH]c1=O	-2	-6	1	-8	-9	3	i	4	7
COC(=O)c1cccc(S(=O)(=O)N2CCC(C)CC2)c1	8	1	0	-13	0	1	i	3	9
C=CCOc1nc2c(c(=O)n(C)c(=O)n2C)n1Cc1ccccc1	5	-4	7	-1	6	4	i	-2	24
Cc1ccccc1NC(=O)CSc1nnc(-c2ccccc2)n1-c1ccccc1	-20	4	2	1	7	-13	i	-23	2
CC(Nc1ncnc2ccccc12)c1ccccc1 (stereo not drawn)	-12	7	-6	-5	-2	1	i	-1	-6
COc1ccc(C(=O)COC(=O)c2cnc(C)cn2)c(OC)c1	-7	-3	-4	-3	-4	-1	i	14	-1
CCn1c(C)nc2cc(C(=O)NNC(=O)c3ccc(C)cc3)ccc21	-7	1	5	-3	-7	-1	i	-64	3
CCN(CC(=O)Nc1c(F)cccc1F)C(=O)CCc1nc2cc(S(=O)(=O)N(C)C)ccc2n1CC	8	-7	13	-3	-5	0	i	2	-13
CCc1ccc(N2CCN(C(=O)c3ccc4c(c3)OCO4)CC2)cc1	1	2	-10	-1	3	-4	i	4	-13
COc1cccc(-n2nc(C(N)=O)c(O)cc2=O)c1	8	1	-7	-9	-2	4	i	-8	4
Cc1noc(C)c1S(=O)(=O)NC1CCCc2ccccc21 (stereo not drawn)	-21	0	-3	-1	3	-4	i	-11	12

Exported as labelled records: part of the list above.
> COc1ccc(C(=O)N/C(=C\c2ccccc2)C(=O)NCCCn2ccnc2)cc1
  NRP1-CendR mod = -3 | MT1-MMP act inh = 4 | eLon inh = -3 | bovine MsrA act = 0 | FAS TE block = -6 | Rin1-Abl PPI inh = 2 | Neddylation inh = i | PABP1 MLLE inh = 11 | SKN-1 inh = 9
> CN(C)N1C(N)=C(C#N)C(c2cccnc2)C2=C1CCCC2=O (stereo not drawn)
  NRP1-CendR mod = -6 | MT1-MMP act inh = -11 | eLon inh = 9 | bovine MsrA act = -1 | FAS TE block = -13 | Rin1-Abl PPI inh = 2 | Neddylation inh = i | PABP1 MLLE inh = 4 | SKN-1 inh = -4
> CNC(=O)OCc1snc(-c2ccccc2)c1COC(=O)NC
  NRP1-CendR mod = 7 | MT1-MMP act inh = 1 | eLon inh = -5 | bovine MsrA act = -3 | FAS TE block = -2 | Rin1-Abl PPI inh = 2 | Neddylation inh = i | PABP1 MLLE inh = -1 | SKN-1 inh = 12
> Cc1cc(Nc2nc3c(c(=O)n(C)c(=O)n3C)n2C)n(-c2ccc(Cl)cc2)n1
  NRP1-CendR mod = -8 | MT1-MMP act inh = 4 | eLon inh = -4 | bovine MsrA act = -5 | FAS TE block = -6 | Rin1-Abl PPI inh = 1 | Neddylation inh = + | PABP1 MLLE inh = 6 | SKN-1 inh = 20

(cont.)
SMILES	NRP1-CendR mod	MT1-MMP act inh	eLon inh	bovine MsrA act	FAS TE block	Rin1-Abl PPI inh	Neddylation inh	PABP1 MLLE inh	SKN-1 inh
COC(=O)c1cn(CC(=O)N2CCCCC2C)c2ccccc12 (stereo not drawn)	8	-1	9	-5	-6	-2	i	19	-13
CC1(C)C2CCC1(C)C(NCC(O)COc1ccc(C#N)cc1)C2 (stereo not drawn)	8	3	9	-2	-5	3	i	5	5
CCc1ccc(C(O)(CC(C)C)C(CN2CCOCC2)c2ccccc2)cc1 (stereo not drawn)	-1	-23	-8	1	21	-1	i	-7	15
COc1cccc(CNc2nc(-c3cccnc3)nc3ccccc23)c1	3	1	-3	-2	12	-2	i	-1	9
O=C1C2C(c3ccccc3)C=CC(c3ccccc3)C2C(=O)N1CCO (stereo not drawn)	4	4	-7	0	-2	3	i	-7	1
CCCCC(=O)N(CCOC)c1nnc(-c2cccnc2)s1	1	0	13	-5	-7	-1	i	-12	-4
COc1cccc(Cn2cnc(-c3ccccc3OC)c2-c2ccco2)c1	-36	1	-13	-1	-1	/	i	/	-21
Cc1ccccc1C1c2[nH]c3ccccc3c2CCN1CCCn1cccn1 (stereo not drawn)	0	-1	1	0	7	-2	/	8	4
C[C@H](CO)N1C[C@H](C)[C@H](CN(C)S(=O)(=O)c2ccc3c(c2)OCCCO3)OCc2cnnn2CCCC1=O	-4	-1	-1	-6	-12	2	i	4	-5
CCC(c1nnnn1CCc1ccccc1)N(Cc1ccco1)Cc1cc2c(C)ccc(C)c2[nH]c1=O (stereo not drawn)	11	-25	1	-2	20	4	i	4	-5
CCCn1c(-c2ccc(C(=O)OC)cc2)nc2c1c(=O)[nH]c(=O)n2Cc1ccccc1	2	3	4	-4	-3	-3	i	-8	-6
Cc1cccc(C(=O)NCCCN2CCCC2=O)c1	19	-3	-2	0	-4	0	i	0	1
Cc1ccc(Cn2c(SCCN3CCOCC3)nc3c2c(=O)n(C)c(=O)n3C)cc1	14	2	5	0	-2	-6	i	-109	11
Cc1cccc(-n2ncc3c(N4CCCC4)ncnc32)c1	3	-2	-5	-3	2	3	i	7	5
CCCOc1c(Br)cc(C2C3=C(CCCC3=O)N(CC)C3=C2C(=O)CCC3)cc1OC	5	-6	-6	-1	-7	-1	/	-105	-4
CCOC(=O)c1c(NC(=S)Nc2ccccc2)sc2c1CCN(CC)C2	-132	-24	-101	2	-37	-8	i	-57	19
O=c1cnc(-c2ccc(Cl)cc2)cn1O	6	-4	0	-7	-7	2	i	3	-4
CC(C)CN1CCN(Cc2c[nH]c3ccccc23)CC1CCO (stereo not drawn)	-1	-5	-1	-2	-2	0	i	-3	0
COc1cccc(NC(=O)c2nc(SC)ncc2Cl)c1	-3	-3	1	-3	0	2	i	14	10
O=C(Nc1cc(S(=O)(=O)N2CCCCC2)ccc1Oc1ccccc1)C1=COCCO1	10	3	-9	-5	24	4	i	-9	0
CCc1ccc(-c2cc(C)no2)cc1S(=O)(=O)NCCc1ccc(S(N)(=O)=O)cc1	3	-6	-11	-2	-1	-3	i	17	2
Cc1c(C(=O)OCc2ccccc2)nnn1-c1nonc1N	14	0	3	-5	-24	2	i	9	17
CCn1nc(NS(=O)(=O)c2ccccc2[N+](=O)[O-])c2cc3ccc(C)cc3nc21	-4	-2	-5	-6	-4	3	i	13	-14
O=C(NCc1csc(-c2cccs2)n1)Nc1ccc(C(F)(F)F)cc1	5	-1	-7	-6	-2	-2	i	-11	-1
CC(=O)c1cc(F)c(N2CCCC2)cc1C	3	-2	-6	-4	4	-1	i	-15	19
CCOc1cc(CNc2ccc(S(N)(=O)=O)cc2)cc(Cl)c1OC	9	12	-5	-9	0	-2	i	6	-12
